Compound activity: PubChem, National Center for Advancing Translational Sciences (NCATS)
aSyn yeast rescue: rescues yeast growth from alpha-synuclein toxicity; Potency, µM (doses to about 46.1 µM), for inactives: top-dose growth rescue (activation), most hits filed as activators; S. cerevisiae alpha-synuclein toxicity rescue, BacTiter-Glo growth, 24 h; actives 0.02% (n = 94,000); active = well fitted activation curve with a large enough effect; inconclusive = small, poorly fitted or top-dose-only effect; note: 0% is about no effect
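Growth restoration measured by BacTiter-Glo luminescence after 24 hr at 30 deg C; alpha-synuclein yeast, raffinose-pregrown to mid-log, were added at OD600=0.02 in galactose medium onto pinned compounds.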
An asterisk follows results filed as active; ? = inconclusive; [ ] = dose if it differs, or a comment. Potency is the fitted concentration of half-maximal effect.

SMILES	aSyn yeast rescue
Cc1ccc2oc(=O)n(CCCOc3ccc(Cl)cc3)c2c1	-9%
Cc1ccc2oc(C(=O)Nc3sc4c(c3C(=O)NCC3CCCO3)CCC4)cc(=O)c2c1 (configuration not stated)	-1%
O=C(CN1CCC(C(=O)c2ccc3c(c2)OCCO3)CC1)NCc1ccccc1	9%
COc1cccc(CNC(=O)C2CCCN(c3nc4ccccc4n4cccc34)C2)c1 (configuration not stated)	1%
CC1CCN(C(=O)c2ccc(NS(=O)(=O)c3ccc4[nH]c(=O)[nH]c4c3)cc2)CC1	-6%
CCCc1ccc(OCC(=O)Nc2scc(-c3cccs3)c2C(=O)OC)cc1	-7%
CC(C)(C)NC(=O)C(c1ccc(F)cc1)N(CCc1ccccc1)C(=O)c1ccn[nH]1 (configuration not stated)	7%
COc1ccccc1C(=O)Nc1cccc(Oc2c(F)c(F)c(F)c(F)c2F)c1	-4%
CCN(CC(=O)Nc1ccc(NC(C)=O)cc1)C(=O)c1cccc(Oc2ccccc2)c1	-2%
C=CCOc1ccc(C2C(C(=O)c3ccc(C)o3)=C(O)C(=O)N2Cc2cccnc2)cc1 (configuration not stated)	-12%
Cc1cccc(CCNC(=O)CN(c2ccc(C(C)C)cc2)S(=O)(=O)c2c(C)nn(C)c2C)c1	-3%
C[C@H]1CN([C@@H](C)CO)C(=O)CCCn2nncc2CO[C@@H]1CN(C)C(=O)c1ccccc1	5%
Cn1nc(C(C)(C)C)c([N+](=O)[O-])c1C(=O)NC(C)(C)C	-5%
CCCCCn1c(CCNC(=O)CCC)nc2ccccc21	-2%
Cc1cc(C)c2nc(SCC(=O)NC(=O)c3cccn3C)cc(C)c2c1	-6%
Cc1oc2ncnc(N3CCCCC3)c2c1C(=O)N1CCN(c2cccc(C(F)(F)F)c2)CC1	3%
Cc1nn(-c2ccc(N3CCCC3)nn2)c(C)c1CCC(=O)NCc1ccc(F)cc1	-2%
COc1cccc2cc(-c3nc4sc(C(=O)Nc5ccc(F)cc5F)c(C)c4c(=O)[nH]3)c(=O)oc12	1%
CN(C)S(=O)(=O)c1cccc(NC(=O)COC(=O)c2cc(=O)c3ccccc3o2)c1	-5%
C[C@H]1CN([C@@H](C)CO)C(=O)CCCn2cc(nn2)CO[C@@H]1CN(C)C(=O)Nc1ccc(N2CCN(C)CC2)cc1	3%
C[C@H](CO)N1C[C@H](C)[C@@H](CN(C)Cc2cncnc2)Oc2cc(Br)ccc2S1(=O)=O	4%
COc1ccc(/C=C/C(=O)OCC(=O)N2c3ccccc3CC2C)c(OC)c1 (configuration not stated)	0%
CCC/C(O)=C1\C(=O)CC(c2ccccc2)CC1=NCCc1c(C)[nH]c2ccc(C)cc12 (configuration not stated)	-8%
CCOc1ccc(C(=O)OCC(=O)N2CCCC2)cc1OCC	-2%
Cc1ccc(NC(=O)CSc2cn(CC(=O)N3CCOCC3)c3ccccc23)cc1Cl	4%
Cc1cc(C)cc(NC(=O)C(=O)NCC(c2ccc3c(c2)OCO3)N2CCOCC2)c1 (configuration not stated)	4%
Cc1cc(NC(=O)C2CCN(S(=O)(=O)c3cccc4nsnc34)CC2)ccc1Br	-7%
Cc1c(Cl)cccc1NC(=O)C1CCCN(c2ncnc3onc(C)c23)C1 (configuration not stated)	-2%
CC(=O)Nc1ccc(S(=O)(=O)Nc2ccc3c(c2)CCC3)cc1	-2%
CCOc1ccc(-c2nonc2NC(=O)c2oc3ccc(Br)cc3c2C)cc1	0%
CCC1Oc2ccc(C)cc2N(CC(=O)NCCc2ccccc2)C1=O (configuration not stated)	9%
CCOC(=O)c1cccc(NC(=O)c2cc(C)nc3c2c(C)nn3-c2ccc(C)cc2)c1	-13%
O=C(CSc1nccn1Cc1ccc(F)cc1)NCc1ccc(F)cc1	-2%
CC1CCc2nc3ncn(CC(=O)Nc4cccc(C#N)c4)c(=O)c3cc2C1 (configuration not stated)	7%
CCOC(=O)c1ccc(N2C(=O)c3n[nH]c(-c4ccco4)c3C2c2ccc(O)c(OCC)c2)cc1 (configuration not stated)	-10%
CCOc1ccc(NC(=O)Cn2ccn(-c3ccc(F)c(F)c3)c(=O)c2=O)cc1	-12%
O=S(=O)(Nc1ncccn1)c1ccc(NS(=O)(=O)c2cc(Cl)ccc2Cl)cc1	3%
O=C1NC(=O)/C(=C/c2ccc(OS(=O)(=O)c3ccc(F)cc3F)cc2)N1	-6%
COCCCNC(=O)c1ccc(CS(=O)(=O)c2ccc(Br)cc2)o1	-3%
Cc1cccc(OCCSc2nc3ccc(NC(=O)c4cccs4)cc3s2)c1	-13%
COc1cccc(CN2C(=O)NC3(CCCCCC3)C2=O)c1	11%
CCOC(=O)N1CCN(c2ncc3c(n2)CC(c2ccccc2O)CC3=O)CC1 (configuration not stated)	10%
CC1CCCCN1S(=O)(=O)c1cn(C)c(=O)n(C)c1=O (configuration not stated)	6%
Cc1csc2nc(-c3cccc(NC(=O)c4ccccc4F)c3)cn12	-22%
CCC(C)NC(=O)Cn1c(=O)ccc2cc(S(=O)(=O)N3CCCC3)ccc21 (configuration not stated)	3%

18 entries from above in another layout:
| canonical_smiles | aSyn yeast rescue |
| --- | --- |
| Cc1c(Cl)cccc1NC(=O)C1CCCN(c2ncnc3onc(C)c23)C1 (configuration not stated) | -2% |
| CC(=O)Nc1ccc(S(=O)(=O)Nc2ccc3c(c2)CCC3)cc1 | -2% |
| CCOc1ccc(-c2nonc2NC(=O)c2oc3ccc(Br)cc3c2C)cc1 | 0% |
| CCC1Oc2ccc(C)cc2N(CC(=O)NCCc2ccccc2)C1=O (configuration not stated) | 9% |
| CCOC(=O)c1cccc(NC(=O)c2cc(C)nc3c2c(C)nn3-c2ccc(C)cc2)c1 | -13% |
| O=C(CSc1nccn1Cc1ccc(F)cc1)NCc1ccc(F)cc1 | -2% |
| CC1CCc2nc3ncn(CC(=O)Nc4cccc(C#N)c4)c(=O)c3cc2C1 (configuration not stated) | 7% |
| CCOC(=O)c1ccc(N2C(=O)c3n[nH]c(-c4ccco4)c3C2c2ccc(O)c(OCC)c2)cc1 (configuration not stated) | -10% |
| CCOc1ccc(NC(=O)Cn2ccn(-c3ccc(F)c(F)c3)c(=O)c2=O)cc1 | -12% |
| O=S(=O)(Nc1ncccn1)c1ccc(NS(=O)(=O)c2cc(Cl)ccc2Cl)cc1 | 3% |
| O=C1NC(=O)/C(=C/c2ccc(OS(=O)(=O)c3ccc(F)cc3F)cc2)N1 | -6% |
| COCCCNC(=O)c1ccc(CS(=O)(=O)c2ccc(Br)cc2)o1 | -3% |
| Cc1cccc(OCCSc2nc3ccc(NC(=O)c4cccs4)cc3s2)c1 | -13% |
| COc1cccc(CN2C(=O)NC3(CCCCCC3)C2=O)c1 | 11% |
| CCOC(=O)N1CCN(c2ncc3c(n2)CC(c2ccccc2O)CC3=O)CC1 (configuration not stated) | 10% |
| CC1CCCCN1S(=O)(=O)c1cn(C)c(=O)n(C)c1=O (configuration not stated) | 6% |
| Cc1csc2nc(-c3cccc(NC(=O)c4ccccc4F)c3)cn12 | -22% |
| CCC(C)NC(=O)Cn1c(=O)ccc2cc(S(=O)(=O)N3CCCC3)ccc21 (configuration not stated) | 3% |

Next compounds
SMILES	aSyn yeast rescue
C[C@@H]1CN([C@@H](C)CO)C(=O)CCCn2nncc2CO[C@H]1CN(C)S(=O)(=O)c1ccccc1F	4%
CCOC(=O)/C=C1\SCC(=O)N1CC(=O)NCCc1ccc(F)cc1	11%
O=C(c1ccc(Cn2c(=S)[nH]c3ccc(N4CCOCC4)cc3c2=O)cc1)N1CCC(N2CCCCC2)CC1	9%
COCCn1c(CCC(=O)Nc2ccc(OC)c(OC)c2)nc2cccnc21	-3%
O=C(NCCc1ccccc1)c1ccc2c(c1)CCN2S(=O)(=O)c1ccccc1	-13%
Cc1cccc(NC(=O)c2cc3ccccc3c(=O)o2)n1	-10%
Cc1cc(C)c(NC(=O)C2CCN(c3nn4c(=O)cc(C)nc4s3)CC2)c(C)c1	5%
Cc1ccc(CNc2nc(-c3ccco3)nn2C(=O)c2ccccc2[N+](=O)[O-])cc1	-4%
O=C(CSc1n[nH]c(=O)n1Cc1ccccc1)Nc1ccc(F)c(F)c1F	-2%
COc1ccc(C(=O)OCn2nnc3ccccc3c2=O)cc1[N+](=O)[O-]	9%
FC(F)c1nc2nc(Cl)c(Cl)nc2[nH]1	-1%
CCOC(=O)c1cc(S(=O)(=O)Nc2ccccc2OCC)[nH]n1	-1%
COC(=O)CNC(=O)c1cc(-c2ccncc2)nc2ccccc12	-7%
Cc1ccc(S(=O)(=O)N(CC2CO2)c2cccc([N+](=O)[O-])c2)cc1 (configuration not stated)	-6%
CCCCC(=O)NC1(C(F)(F)F)C(=O)Nc2c1c(=O)[nH]c(=O)n2-c1ccc(C)c(C)c1 (configuration not stated)	-5%
CC(=O)N/C(=C\c1ccc(F)cc1)C(=O)OC(C)C	0%
CCN(Cc1ccncc1)Cc1nc(CC2CC2)no1	-51%[inhibitor]
CC(C)c1ccc(NC(=O)CN2C(=O)COc3ccc(S(=O)(=O)N4CCCCC4)cc32)cc1	3%
CCOCCCNC(=O)c1cc(Sc2ccc(C)cc2)nc2ccccc12	-3%
CCN(CC)CCNC(=O)c1cc2c(=O)n(C)c3ccccc3c2s1	16%
CCOc1ncccc1C(=O)NNC(=O)c1cccc(S(=O)(=O)Nc2ccccc2OC)c1	7%
COc1ccc(NC(=O)c2c(N)c(C(=O)c3ccc(C)cc3)n3ccccc23)cc1OC	-9%
COc1ccc(NC(=O)CCc2nnc3n(C)c(=O)c4sccc4n23)cc1	4%
O=C(NN1C(=O)C2C3C=CC(C4CC34)C2C1=O)c1ccc(Br)cc1 (configuration not stated)	-11%
COC(=O)c1cccc(NC(=O)/C(=C\c2ccco2)NC(=O)c2ccco2)c1	15%
CN(C)C(CNC(=O)c1ccccc1C(F)(F)F)c1ccco1 (configuration not stated)	-9%
Cc1c(-c2nc(-c3ccc4c(c3)[nH]c(=O)n4C)no2)cccc1[N+](=O)[O-]	1%
CCOC(=O)CCCNC(=O)CSc1nnc(-c2ccccc2)c(-c2ccccc2)n1	-3%
COc1cccc(C(CNC(=O)C(c2ccccc2)c2ccccc2)N(C)C)c1 (configuration not stated)	-4%
Cc1ccc(NC(=O)CCOc2ccccc2)c(C)c1	-6%
CC(C)CCN1C(=O)c2ccccc2CC1(C)C(=O)NC1CCCCC1 (configuration not stated)	-7%
O=C1c2[nH]nc(-c3ccccc3O)c2C(c2ccc(Cl)cc2)N1CCc1ccccc1 (configuration not stated)	?
CC(C)CC1(C)NC(=O)N(CC(=O)Nc2ccc3c(c2)CCC3)C1=O (configuration not stated)	-11%
CCCOc1ccc(C(CC(=O)O)NC(=O)c2sc3ccccc3c2Cl)cc1 (configuration not stated)	19%
CCC(=O)Nc1ccccc1-c1nc2ccccc2n(CC(=O)c2ccc(Cl)cc2)c1=O	-1%
CCCn1c(=O)c2sccc2n2c(CCCC(=O)Nc3ccc(C)c(F)c3)nnc12	-5%
O=C(Nc1ccc2oc(-c3ccc4ccccc4c3)nc2c1)c1ccccc1F	-9%
Cc1cccc(NC(=O)C2(C)Cc3ccccc3C(=O)O2)c1 (configuration not stated)	3%
CN1CCC(Oc2ccccc2Sc2ccc(C(F)(F)F)cc2)CC1	-16%
CCOc1ccc(CNC(=O)c2ccc(NC(=O)N3CCSc4ncccc43)cc2)cc1OC	2%
COc1ccc2nc(N3CCCCC3)c(/C=C3\SC(=S)NC3=O)cc2c1	-16%
COc1ccc(NC(=O)Cn2c(=O)n(-c3ccc(CC(=O)NCC4CCCO4)cc3)c(=O)c3ccccc32)c(OC)c1 (configuration not stated)	4%
COc1cc(C(=O)N2CCC(c3nc4ccccc4o3)CC2)cc(OC)c1OC	7%
CCOc1ccc(N2CC(c3nc4ccccc4n3CCOc3ccc(OC)cc3)CC2=O)cc1 (configuration not stated)	4%
Cc1ccc(Cl)cc1N1C(=O)N(Cc2ccc(C#N)cc2)c2ccccc2S1(=O)=O	3%
O=C(NNC(=O)C1CCC(C(=O)NNC(=O)c2cccs2)CC1)c1cccs1 (configuration not stated)	0%
CCOC(CCn1c(SCc2cccc([N+](=O)[O-])c2)nc2ccccc2c1=O)OCC	18%
Cc1cc(NC(=O)CSc2nc(CC(C)(C)C)nc3c2c(=O)n(C)c(=O)n3C)no1	9%
CC1CCN(c2ccc3c(c2)S(=O)(=O)c2cc(C(=O)O)ccc2C3=O)CC1	5%
Cc1ccc(NC(=O)c2cc(S(=O)(=O)NCCC3=CCCCC3)ccc2F)cc1C	-7%
NC(=O)C1CCN(C(=S)c2ccc(-c3ccc(Br)cc3)o2)CC1	-9%
O=C1OC(/C(=C\Nc2ccccc2)[N+](=O)[O-])c2ccccc21 (configuration not stated)	9%
Cc1oc2ncnc(N3CCOCC3)c2c1C(=O)NCCc1ccccc1	2%
CC1CCCCN1CC(O)COCc1ccc(Cl)cc1 (configuration not stated)	5%
Cc1cc(C)c(NC(=O)CSc2nccn2-c2cccc(Cl)c2)c(C)c1	19%
CCN(CC)S(=O)(=O)c1cc(-c2onc(C)c2C)ccc1OC	8%
CN(Cc1ccccc1)C(=O)CC(=O)N(C)Cc1ccccc1	-5%
COc1cccc(NC(=O)c2cccc3c(=O)c4c([nH]c23)CCCC4)c1	-12%
CCOc1cccc(CC(=O)N2CCc3c([nH]c4ccc(OC)cc34)C2c2ccc(F)cc2)c1OCC (configuration not stated)	4%
Cc1cc(Cl)cc(Br)c1OCCCNCC(C)O (configuration not stated)	3%
Other compounds:
SMILES	aSyn yeast rescue
CCc1ccccc1NC(=O)c1cc(S(=O)(=O)N2CCC(C)CC2)cn1C	-3%
CCOC(=O)c1cc(-c2ccccc2)n(CCC(=O)NCCc2ccccc2)c1C	?
O=C(COc1ccc(F)cc1)Nc1ccc2nc(SCc3ccccc3)sc2c1	6%
Cc1ccc(C)c(CN2C(=O)c3ccccc3Sc3ccc(C(=O)NCc4cccs4)cc32)c1	2%
Cc1ccc(NC(=O)CSc2nncn2C)c(C)c1	2%
COc1ccc(NC(=O)C(=O)NCCc2csc(-c3ccc(Cl)cc3)n2)cc1OC	0%
CCOC(=O)c1ccc2c(c1)N(CC(=O)Nc1ccc(CC)cc1)C(=O)c1ccccc1S2	4%

Some of the compounds tested; rates above refer to the full screens.
